Dyrk1A ADPGlo: blocks rat Dyrk1A kinase activity | ADP-Glo luminescence, NFATc1 peptide | inhibition, % at 12.5 µM | hit rate 0.43% among 310,000 | AID 504441; in the data active = inhibition above about 50%;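 also: plate controls were vehicle with enzyme for no effect and no enzyme for full effect; many of its hits are not listed in these tables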
Starred values were filed as active, the others as inactive. An excerpt. The share of hits here may be higher or lower than overall.

Dyrk1A ADPGlo	Molecule
-5	COc1cccc(OCC(=O)NC2CCS(=O)(=O)C2)c1 (stereo not given)
-6	O=C(COC(=O)C1CC1)NCCc1ccc(Cl)cc1
2	CC(=O)Nc1ccc2c(c1)C(=O)c1cccc(C(=O)O)c1-2
-2	CC(=O)C1(O)C(C)CC2C3CC(F)C4(O)CC(O)CCC4(C)C3CCC21C (stereo not given)
-3	COC(=O)[C@@]1(C)[C@H]2C(=O)N(Cc3ccccc3)C(=O)[C@H]2[C@H]2CN=C(SC)N21
-1	COc1ccc(C2CC(=O)Oc3cc(OC)ccc32)cc1 (stereo not given)
-5	COc1ccc(S(=O)(=O)N2CCC3CC2c2cc(N4CCOCC4)ccc23)cc1 (stereo not given)
5	CC(=O)Nc1ccc2c(c1)-c1ccc(F)cc1C2=O
-1	CCC(CC)CN1CCC(CN2CCNC(=O)C2=O)CC1
-1	O=C(COC(=O)c1cc([N+](=O)[O-])ccc1N1CCCC1)Nc1ccccc1OC(F)F
14	COc1ccc2nc(NN=C(C)c3ccccn3)cc(C)c2c1
-15	CC(C)c1nc2sc3c(SCCN(C)C)ncnc3c2c2c1CCC2
-2	COc1cc(OC)c2c(-c3cccc(-c4ccc(OC)c(F)c4)c3)cc(=O)oc2c1
-5	Cc1ccc(C(=O)N2[C@@H]3CN(C)C(=O)[C@@]2(C)[C@H]2C(=O)N(Cc4ccccc4)C(=O)[C@@H]32)cc1
-1	CC(=O)Nc1ccc(S(=O)(=O)NCCC(=O)OCC(=O)c2cccc(Br)c2)cc1
7	Cc1ccc(S(=O)(=O)CCC(=O)OCc2nnc(-c3ccc([N+](=O)[O-])cc3)o2)cc1
-3	N#Cc1c(-c2ccc(Cl)cc2)c(-c2ccc(Cl)cc2)nn(CCOC(=O)CCC(=O)O)c1=O
-3	CCCn1c(N)c(C(=O)CN(C)CC(=O)Nc2ccccc2C(F)(F)F)c(=O)[nH]c1=O
-1	Cc1noc(C)c1COc1cccc(C(=O)Nc2ccccc2)c1
-4	CC(Sc1ncccn1)C(=O)N1CCc2ccccc21 (stereo not given)
20	Cc1ccc(S(=O)(=O)N2CCCN(C(=O)c3ccc(-n4nccc4C)cc3)CC2)cc1
-3	CCOC(=O)/C=C1/SCC(=O)N1CC(=O)c1ccc[nH]1
3	CN(C)C(=O)C(Sc1ccc(S(=O)(=O)N2CCCC2)cn1)c1ccccc1 (stereo not given)
9	O=C(Nc1ccccn1)C1CCN(S(=O)(=O)c2ccc3ccccc3c2)CC1
42	O=C1CSC(=S)N1N=Cc1c(O)ccc2ccccc12
-3	Cc1ccc(N2CC(C(=O)OCC(=O)Nc3ccc(F)cc3F)CC2=O)cc1 (stereo not given)
17	O=C1CCC[C@@H]2Cc3nc4ccc(O)cc4cc3[C@@H]3CCN1[C@H]23
0	C[C@]12CC[C@H](O)CC1=C[C@H](O)C1C2CC[C@@]2(C)C1CC[C@@]2(O)C#Cc1ccc(CN)cc1 (stereo not given in full)
5	Cc1c(C(=O)NCc2ccccc2CN2CCCC2)oc2ccccc12
-4	COc1ccc(NS(=O)(=O)c2cc(NS(=O)(=O)c3cc(C(=O)O)ccc3OC)ccc2C)cc1
-2	O=C(N[C@H]1C/C=C\C(c2ccc(F)cc2)N(Cc2ccccc2)C(=O)C1)OCC1c2ccccc2-c2ccccc21 (stereo not given in full)
1	N#Cc1ccc(C(=O)OCC(=O)NC(=O)NCc2ccccc2)cc1
1	O=C(CCOc1cccc(Br)c1)NNC(=O)COc1ccc(F)cc1
6	Cc1ccc(C2(SCC(N)C(=O)O)c3ccccc3-c3ccccc32)cc1 (stereo not given)
11	O=[N+]([O-])c1cccc(COc2cccc(CO)c2)c1
-2	CN(Cc1nc2ccccc2c(=O)[nH]1)C(=O)c1cccc(NC(=O)c2cccs2)c1
-3	CCc1nc2ccccc2c(C(=O)OCC(=O)N(CCOC)c2c(N)n(Cc3ccccc3)c(=O)[nH]c2=O)c1C
7	COc1ccc2[nH]c3c(c2c1)CCN1C(=O)C(CC(=O)NCCC2=CCCCC2)C[C@H](C(=O)N(C(C)C)C(C)C)[C@@]31C (stereo not given in full)
-4	O=C1[C@@H](Oc2ccccc2)[C@@H](c2ccccc2)N1c1ccccc1
5	CCCCn1c(N)c(N(C(=O)CSc2nnnn2-c2ccccc2C)C2CCCC2)c(=O)[nH]c1=O

Part of the list above, as a markdown table.
| SMILES | Dyrk1A ADPGlo |
| --- | --- |
| COc1ccc2nc(NN=C(C)c3ccccn3)cc(C)c2c1 | 14 |
| CC(C)c1nc2sc3c(SCCN(C)C)ncnc3c2c2c1CCC2 | -15 |
| COc1cc(OC)c2c(-c3cccc(-c4ccc(OC)c(F)c4)c3)cc(=O)oc2c1 | -2 |
| Cc1ccc(C(=O)N2[C@@H]3CN(C)C(=O)[C@@]2(C)[C@H]2C(=O)N(Cc4ccccc4)C(=O)[C@@H]32)cc1 | -5 |
| CC(=O)Nc1ccc(S(=O)(=O)NCCC(=O)OCC(=O)c2cccc(Br)c2)cc1 | -1 |
| Cc1ccc(S(=O)(=O)CCC(=O)OCc2nnc(-c3ccc([N+](=O)[O-])cc3)o2)cc1 | 7 |
| N#Cc1c(-c2ccc(Cl)cc2)c(-c2ccc(Cl)cc2)nn(CCOC(=O)CCC(=O)O)c1=O | -3 |
| CCCn1c(N)c(C(=O)CN(C)CC(=O)Nc2ccccc2C(F)(F)F)c(=O)[nH]c1=O | -3 |
| Cc1noc(C)c1COc1cccc(C(=O)Nc2ccccc2)c1 | -1 |
| CC(Sc1ncccn1)C(=O)N1CCc2ccccc21 (stereo not given) | -4 |
| Cc1ccc(S(=O)(=O)N2CCCN(C(=O)c3ccc(-n4nccc4C)cc3)CC2)cc1 | 20 |
| CCOC(=O)/C=C1/SCC(=O)N1CC(=O)c1ccc[nH]1 | -3 |
| CN(C)C(=O)C(Sc1ccc(S(=O)(=O)N2CCCC2)cn1)c1ccccc1 (stereo not given) | 3 |
| O=C(Nc1ccccn1)C1CCN(S(=O)(=O)c2ccc3ccccc3c2)CC1 | 9 |
| O=C1CSC(=S)N1N=Cc1c(O)ccc2ccccc12 | 42 |
| Cc1ccc(N2CC(C(=O)OCC(=O)Nc3ccc(F)cc3F)CC2=O)cc1 (stereo not given) | -3 |
| O=C1CCC[C@@H]2Cc3nc4ccc(O)cc4cc3[C@@H]3CCN1[C@H]23 | 17 |
| C[C@]12CC[C@H](O)CC1=C[C@H](O)C1C2CC[C@@]2(C)C1CC[C@@]2(O)C#Cc1ccc(CN)cc1 (stereo not given in full) | 0 |
| Cc1c(C(=O)NCc2ccccc2CN2CCCC2)oc2ccccc12 | 5 |
| COc1ccc(NS(=O)(=O)c2cc(NS(=O)(=O)c3cc(C(=O)O)ccc3OC)ccc2C)cc1 | -4 |

Next section.
Dyrk1A ADPGlo	Molecule
3	CN(Cc1ccccc1)c1ncnc2[nH]ncc12
14	O=C1C=C(O)c2[nH]c(=O)ccc2C1=O
4	CCN(CC(=O)NCc1cccs1)CC(=O)Nc1cccc(S(N)(=O)=O)c1
-3	CCCN(CC(=O)Nc1ccc(F)c(F)c1F)C(=O)Cc1ccc(OC)c(S(=O)(=O)N2CCOCC2)c1
-5	C[C@H]1CN([C@@H](C)CO)C(=O)Cc2cc(NC(=O)CCC(F)(F)F)ccc2O[C@H]1CN(C)S(=O)(=O)c1ccc(Cl)cc1
3	Cc1ccccc1NC(=O)Cc1nc(COC(=O)C(NC(=O)c2ccccc2C)C(C)C)cs1 (stereo not given)
-5	CCCn1c(N)c(C(=O)CSc2nnc3ccccn23)c(=O)n(C)c1=O
0	C#CCOCCOCCOCCNc1nc(N2CCN(C(=O)Cn3cc(CCO)nn3)CC2)nc(N2CCN(C(=O)[C@H](CCCCN)n3cc(CC(C)O)nn3)CC2)n1 (stereo not given in full)
-2	CCN1C[C@@H]2[C@@H]3C(=O)N(C)C(=O)[C@@H]3[C@](C)(C(=O)OC)N2C1=NC
0	COc1ccc(C2CC(=O)Oc3cc(C)c(Cl)c(C)c32)cc1 (stereo not given)
-6	CN(C)S(=O)(=O)c1ccc(NC(=O)COc2cccc3c2OC(C)(C)C3)cc1
17	CCC(=O)Nc1c(C#N)c2nc3ccccc3nc2n1-c1ccc(C)cc1
8	COc1cc(O)c(C(C)=O)c2c1C=CC(C)(C)O2
-4	O=C(O)CCc1ccc(S(=O)(=O)Nc2cc(C(F)(F)F)ccc2N2CCCC2)cc1
7	CC(=O)N[C@H]1[C@H]([C@H](O)[C@H](O)CO)O[C@](O)(C(=O)O)C[C@@H]1O
-3	N#Cc1ccc(C(=O)N2CCN(C(=O)C3CCCO3)CC2)cc1 (stereo not given)
-3	CC(C)C[C@@H](CNCC(=O)[C@H](Cc1ccccc1)NC(=O)c1[nH]cnc1C(=O)N[C@@H](C)CN)NC(=O)c1nc[nH]c1C(=O)N[C@@H](CC(=O)O)C(=O)O
1	COC(=O)c1ccc(COC(=O)CCNS(=O)(=O)c2ccc(C)c(C)c2)cc1
-2	O=C(COc1ccccc1O)NC1CCCC1
1	O=C(CCNC(=O)c1ccc([N+](=O)[O-])cc1)NC1CCCCC1
4	Cc1ccc(S(=O)(=O)N2CCN(C(=O)CN(Cc3ccco3)Cc3cccs3)CC2)cc1
-2	Cc1ccc(S(=O)(=O)N2C[C@@H]3[C@H]4CC[C@H](C4)[C@@H]3[C@@H](C)[C@@H]2c2ccco2)cc1
4	C=C(C)COc1ccc2c(c1)CCC1C2CCC2(C)C(=O)C(=NO)CC12 (stereo not given)
-4	Cc1ccc(C)c(OCCC(=O)OCc2csc(CC(=O)Nc3ccccc3C)n2)c1
0	CCCCN(C(=O)c1cc(S(=O)(=O)N2CCCCC2)ccc1Cl)c1c(N)n(CC(C)C)c(=O)[nH]c1=O
-1	CC(C)NC(=O)N(C)C[C@H]1Oc2c(NC(=O)Nc3ccc4c(c3)OCO4)cccc2C(=O)N([C@H](C)CO)C[C@@H]1C
3	O=C(CC(C(=O)c1ccccc1)c1ccccc1)c1ccccc1 (stereo not given)
1	N=c1nc2n(cc1F)C1OC(CO)C(O)C1O2 (stereo not given)
0	COc1ccc(Cl)cc1C(=O)NNC(=O)C1CCCO1 (stereo not given)
-2	CC(=O)NCc1ccc(C(=O)CN2C(=O)NC3(CCCCC3C)C2=O)s1 (stereo not given)
-2	CN(C)C(=O)CCc1ccc2c3c([nH]c2c1)[C@]1(C)[C@@H](C(=O)N2CCCCC2)C[C@H](CC(=O)NCCCn2ccnc2)C(=O)N1CC3
1	Cn1c(=O)c2[nH]c(NN=Cc3ccc(F)cc3)nc2n(C)c1=O
27	NC(=O)C1CCCN(C(=O)c2ccc(-c3cccc(Cl)c3Cl)o2)C1 (stereo not given)
-7	COC(=O)c1ccc2c(c1)c(C#Cc1ccccc1)c(-c1ccccc1)n2C
-4	CCN1C[C@@H]2[C@@H]3C(=O)N(C)C(=O)[C@@H]3[C@](C)(C1=O)N2C(=O)c1ccc(C)cc1
4	O=c1ccn([C@@H]2O[C@H](CNCC3=Cc4cc(O)ccc4OC3)[C@@H](O)[C@H]2O)c(=O)[nH]1
6	CC(=O)N1CCc2ccc([N+](=O)[O-])cc21
-10	COc1ccc(/C=C(\NC(=O)c2ccccc2)C(=O)N2CCC(C)CC2)cc1
-7	CCOc1ccccc1NC1=C(OC)C(=O)C(Nc2ccccc2OCC)=C(OC)C1=O
1	O=S(=O)(c1ccccc1)N(c1ccccc1)S(=O)(=O)c1ccccc1
-3	Cc1ccc(C([O-])=C(C(=S)NCc2ccccc2)[n+]2cccc(CO)c2)cc1[N+](=O)[O-]
-2	CC(=O)Nc1sc(C)c(C)c1C(=O)OCC(=O)N(CCC#N)c1cc(C)cc(C)c1
-4	CCN(C(=O)COC(=O)c1ccccc1Nc1ccccc1)c1c(N)n(Cc2ccccc2)c(=O)[nH]c1=O
-2	O=C1NC(=O)C(c2ccccc2)(c2ccccn2)N1 (stereo not given)
-1	CCOC(=O)c1cc2nc(OCC)nc(OCC)c2[nH]1
-1	O=C(COC(=O)CC1SC(N2CCCC2)=NC1=O)Nc1ccc(Br)cc1 (stereo not given)
4	CC1(C)CC(=O)C2=C(C1)Oc1ncn3nc(-c4cccnc4)nc3c1C2c1ccccc1 (stereo not given)
3	Cc1ccc(-c2nc3ncccc3o2)cc1NC(=O)c1ccc2c(c1)OCO2
-5	Oc1cc(O)c(CN2CCOCC2)cc1CN1CCOCC1
7	O=[N+]([O-])c1ccc(NN=Cc2cc(Br)ccc2O)nc1
8	CC(=O)Nc1ccc(S(=O)(=O)NCC2(N3CCOCC3)CCCCC2)cc1
-3	CC1(c2ccccc2)CCC(=O)NC1 (stereo not given)
-2	Cc1cccc(NC(=O)CNC(=O)Cn2cc(C(F)(F)F)cc(Cl)c2=O)c1C
8	COc1ccc(N=C2C=CC(=O)O2)cc1
-1	O=S1(=O)CCN(c2ccccc2CC(c2c[nH]c3ccccc23)c2c[nH]c3ccccc23)CC1
5	N=c1c2ccccc2nnn1-c1ccccc1[N+](=O)[O-]
3	CC(C)(C)NC(=O)C[C@H]1C[C@H](C(=O)N2CCOCC2)[C@@]2(C)c3[nH]c4cc(-c5ccco5)ccc4c3CCN2C1=O
1	CCOC(=O)c1ccccc1NC(=O)COC(=O)C(Cc1c[nH]c2ccccc12)NC(C)=O (stereo not given)
-3	CCNc1ncnc2c1cnn2C1CCCO1 (stereo not given)
3	Cc1ccc(S(=O)(=O)NC(=O)N2CCCC2)cc1

The listing continues:
Dyrk1A ADPGlo	Molecule
4	CC(C)CN(C(=O)CCC1CCCCC1)c1c(N)n(CC(C)C)c(=O)[nH]c1=O
-5	CCc1nnc(NC(=O)C2CCN(C(=O)c3ccccc3C)CC2)s1
0	C[C@@H]1NS(=O)(=O)c2cc(Cl)ccc2O[C@@H]1c1ccccc1
-5	O=C(O)C1CC2C3CC(C(=O)O)C(C3)C2C1 (stereo not given)
0	Cc1ccc(S(=O)(=O)N2CC=C(N)N2)cc1
-1	NC(CSC1(c2ccccc2)c2ccccc2-c2ccccc21)C(=O)O (stereo not given)
2	CC1CN(C2CCCCC2)C(=S)N(c2ccccc2)C1=O (stereo not given)
-5	O=C(NCC(c1cccs1)N1CCOCC1)C1CCN(S(=O)(=O)c2cc(Cl)ccc2Cl)CC1 (stereo not given)
4	CCCN1/C(=C(\C#N)C2=NS(=O)(=O)c3ccccc32)N(C)c2ccccc21
-3	CC1CCCN(CC(O)CN2CCN(CC(O)CN3CCCC(C)C3)C(C)C2)C1 (stereo not given)

Compound activity from PubChem.
